Compound activity from PubChem BioAssay.
SDO1 yeast rescue: sdo1-depleted yeast growth rescue; S. cerevisiae sdo1-depleted JHY4D growth rescue, OD600 30 h; stronger effect = higher value; pdr5 snq2 efflux-pump mutant strain; z-score at 10 µM; hit rate 0.21% among 140,000; AID 817;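 active = z-score above 3 at both the 24 hr and the 30 hr optical density reads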;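 also: z-score against mean and SD of all compound wells on the same plate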
INS promoter inh: TRM-6 insulin promoter activity inhibition; TRM-6 cells (human fetal islet line), insulin promoter-eGFP reporter, imaging; reporter expression induced with tamoxifen; AID 1273; inhibition, % at 2 µM; hit rate 0.9% among 130,000;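 active = inhibition above the mean plus 3 SD, with well images judged a real hit on visual review, cut at about 60% in these data, passing the limit was not always enough; inconclusive = inhibition over the cutoff but images rejected on review; inactive = inhibition not above the cutoff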
SDO1 yeast rescue Rescue 24 h: second read-out of SDO1 yeast rescue, no call of its own (marks repeat the call); z-score; S. cerevisiae sdo1-depleted JHY4D growth rescue, OD600; measured here: growth rescue at 24 h;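 0 is the plate mean of compound wells and units are plate SD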
* hit, by the source's call; ? = inconclusive; . = not tested or not shown. This is a random part of the collection; overall some 0.94% were active at least once.

SDO1 yeast rescue	SDO1 yeast rescue Rescue 24 h	INS promoter inh	Compound
0.36	0.31	-5	CN1c2ccccc2C(C)(C)C12CC(CCl)=NO2 (stereo not given)
1.2	3	.	CC1(C)Cc2c(c(=S)nc(-c3ccccc3)n2CCCN2CCOCC2)CO1
-2.5	-1.4	-52	CN1CCN(C2=Cc3ccccc3Sc3cc(F)ccc32)CC1
0.59	0.07	-15	COc1ccc(CCn2c(C)cc3c(c2=O)C(c2ccc4c(c2)OCO4)C(C#N)=C(N)O3)cc1OC (stereo not given)
.	.	-3	Cc1ccccc1Cn1c(=O)c2c(nc3n2CCCN3Cc2ccccc2)n(C)c1=O
1.4	0.12	53	COc1cc(/C=C(/NC(=O)c2ccc(Cl)cc2Cl)C(=O)O)cc(OC)c1OC
0.66	0.55	38	Cc1ccc(N/N=C2/CCCNC2=O)cc1
0.14	1	21	CN(NC(=O)c1ccc(Cl)cc1)c1cccc(Cl)n1
0.82	0.69	74*	O=C(O)C1CSC(c2ccccc2)N1C(=O)c1ccco1 (stereo not given)
0.48	0.9	.	CCOc1ccc(CNC(=O)NS(=O)(=O)c2ccc(OC)cc2)cc1
-0.69	0.46	49	CC(=O)OCCCNc1cc(Sc2ccc(C)cc2)c2nonc2c1[N+](=O)[O-]
0.73	0.25	.	O=C(O)c1cc(-c2ccc(N3CCOCC3)cc2)nn1-c1ccc(F)cc1
.	.	?	Cn1c(N)c(C(=O)COC(=O)C2CCCN2C(=O)c2cccs2)c(=O)n(C)c1=O (stereo not given)
0.59	0.33	.	Cc1ccc(C(C(=O)NC2CCCC2)N(Cc2cccs2)C(=O)CNC(=O)c2cccs2)o1 (stereo not given)
1.4	0.23	71*	CCC(NC(=O)NCc1ccccc1)(C(F)(F)F)C(F)(F)F
0.67	1.1	55	COCCn1c(=NC(=O)CSC(C)=O)sc2cc(F)ccc21
-1.4	-1	24	CCOC(=O)c1c(NC(=O)c2ccco2)sc(C(=O)N2CCCC2)c1C
0.88	0.77	-21	COc1ccc2oc(C)c(C(=O)Cn3ccnc3)c2c1
0.9	0.39	.	COCCn1c(=O)[nH]c2cc(C(=O)NCCc3ccc(OC)c(OC)c3)ccc2c1=O
-0.2	0.15	12	CCN(CC)c1ccc(-n2c(C)cc(C=O)c2C)cc1
-1.3	-1.3	-23	Cc1ccc(NC(=O)C2Cc3ccccc3CN2C(=O)c2ccccc2)cc1Cl (stereo not given)
-0.27	-0.57	31	Cc1ccc(C2C(C#N)=C(N)SC(N)=C2C#N)o1
.	.	-18	O=C(NNC(=S)NC(=O)c1cccs1)c1cccnc1
1.1	0.54	.	COc1cc(CNCc2ccc(OC)c(OC)c2OC)cc(OC)c1
-0.89	-0.42	.	CCCc1cc(C(=O)Nc2ccccc2C(=O)OC)no1
0.02	-0.04	.	Cc1ccc(Nc2nnc(SCC(=O)Nc3ccccc3[N+](=O)[O-])s2)cc1
2	1.7	.	CC(C)OC(=O)CSc1nc2ncccc2[nH]1
-0.05	-0.13	-21	COc1ccc(C(C)=O)c(Oc2nc(CN3CCOCC3)nc3scc(-c4cccs4)c23)c1
0.85	0.63	8	Cc1[nH]nc2c1C(C1CC=CCC1)C(C#N)=C(N)O2 (stereo not given)
.	.	5	COC(=O)CSc1nc(-c2ccccc2)nc2ccccc12
-0.58	-1.1	-3	O=C(COC(=O)c1ccc(Br)o1)Nc1cccc(S(=O)(=O)N2CCCCCC2)c1
-1.8	-1.4	-41	O=C(NC12CC3CC(CC(C3)C1)C2)c1ccc(COc2ccc(Cl)cc2[N+](=O)[O-])o1
0.42	0.12	5	NCCn1c(-c2ccccc2)cc(C(=O)O)c1-c1ccccc1F
0.27	0.56	.	CCOC(=O)c1c(C)oc2cc(Br)c(OC(C)C(=O)OCC)cc12 (stereo not given)
0.48	0.37	-19	Cn1c(SCC(=O)N2CCN(c3cccc(Cl)c3)CC2)nnc1-c1ccncc1
1.2	0.99	-129	Cc1nc(CCNS(=O)(=O)c2cccs2)cs1
0.17	-0.62	0	Cc1cccc2c(=O)n3c(nc12)CCCCC3
.	.	-358	Cc1ccc(OCCN2C(=O)C(=O)c3cc(C)ccc32)cc1
-0.04	0.2	-4	CCOC(=O)C1=C(C)N(C)C(C)=C(C(=O)OCC)C1c1ccc(C(=O)OC)cc1
.	.	-64	Cc1cccc(NC(=O)COC(=O)c2ccc([N+](=O)[O-])o2)c1C
1.1	0.91	41	O=C1c2ccccc2NC(c2ccco2)N1O (stereo not given)
0.36	0.07	18	O=C(C1CCCN(Cc2ccccc2Br)C1)N1CCCCC1 (stereo not given)
-0.53	-0.8	57	COc1ccc(S(=O)(=O)N2C3CCC2CC(NC(=O)NC2CCCCC2)C3)cc1 (stereo not given)
-0.03	0	6	Cc1ccc2c(c1)[nH]c1c(=O)n(CCN3CCNCC3)cnc12
.	.	13	COC(Cn1cc(C)c(=O)[nH]c1=O)OC
0.54	0.43	15	O=C(O)CC(c1cccc2ccccc12)n1cccc1 (stereo not given)
-0.83	0.29	.	COc1ccc(CCN(Cc2cc3cc(C)c(C)cc3nc2Cl)C(=O)C2CC2)cc1
0.03	0.32	-25	CCc1ccc(-c2cc(C(=O)NN3CCN(C)CC3)c3ccccc3n2)cc1
-2.2	-1.8	6	N#Cc1ccc(N=c2ssnc2Cl)cc1
0.6	-0.43	23	O=C(O)c1ccc(S(=O)(=O)NC2CCCc3ccccc32)cc1 (stereo not given)
.	.	47	O=C(Nc1ncccn1)c1ccc([N+](=O)[O-])cc1
-0.6	-1.1	6	COc1ccc(-c2nnc3ccc(SC(C(C)=O)C(C)=O)nn23)cc1OC
0.97	0.47	-80	CC(C)NC(=O)c1ccc(COCC(F)(F)C(F)F)cc1
0.64	0.43	-109	Cc1ccc2[nH]c(=O)c(C(c3nnnn3CC3CCCO3)N3CCOCC3)cc2c1 (stereo not given)
-0.76	-0.76	42	Cn1c(N=Nc2ccccc2)nc2ccccc21
0.43	0.07	16	CCOc1cc(C2c3c(n[nH]c3C)C(=O)N2c2ccc(C)cc2)ccc1O (stereo not given)
.	.	-73	CN1CCN(C(=O)CNc2ccc(C(F)(F)F)cc2[N+](=O)[O-])CC1
0.23	0.39	14	CCc1ccc(-c2nc(CS(=O)CC(=O)NCc3cccnc3)c(C)o2)cc1 (stereo not given)
.	.	0	COc1ccc(/C=N/NC(=O)c2cccc(C(F)(F)F)c2)cc1
1	1.4	.	CS(=O)(=O)c1ccc2nc(NC(=O)Oc3ccccc3)sc2c1

2 of the compounds above, tab-delimited:
SMILES	SDO1 yeast rescue	SDO1 yeast rescue Rescue 24 h	INS promoter inh
COc1ccc(-c2nnc3ccc(SC(C(C)=O)C(C)=O)nn23)cc1OC	-0.6	-1.1	6
CC(C)NC(=O)c1ccc(COCC(F)(F)C(F)F)cc1	0.97	0.47	-80

Other entries follow.
SDO1 yeast rescue	SDO1 yeast rescue Rescue 24 h	INS promoter inh	Compound
-0.88	-1.3	.	N#CC(C#N)=C1C=CC=CN1/C(=C\c1ccco1)C(=O)c1ccccc1
2.6	2.8	.	NC(=NCCc1ccc(Cl)cc1)NS(=O)(=O)c1ccc(F)cc1
0.66	-0.74	.	CCOC(=O)c1c(C)[nH]c(C)c1C(=O)COC(=O)C1CCCN1S(=O)(=O)c1ccccc1F (stereo not given)
0.38	-0.8	-14	O=C1CCCN1C(=O)CCC(=O)N1CCCC1=O
-0.23	0.03	.	CCc1ccc(N2C(=O)CC(NNc3nc4ccccc4s3)C2=O)cc1 (stereo not given)
-1.2	-1.1	82*	Cc1onc(-c2ccccc2Cl)c1C(=O)Nc1cccc(-c2nc3ncccn3c2C)c1
1.3	0.99	24	CCc1c(C)nc2[nH]nc(-c3ccccc3C)n2c1=O
.	.	47	CCOC(=O)c1ccc(NC(=O)N2CCN(Cc3ccccc3)CC2)cc1
0.58	0.48	-3	CCOC(=O)C(C(=O)OCC)C(Nc1ccccc1)c1ccccc1 (stereo not given)
0.29	-0.43	.	CCN(CC)C(=O)CSc1nnc2sc3ccccc3n12
-0.4	-0.9	-22	CCOC(=O)c1ccc(NC(=O)N2CCN(Cc3cccc(F)c3)CC2)cc1
.	.	4	COc1ccc(CCNC(=O)C2CCC(=O)N2CCc2ccccc2)cc1OC (stereo not given)
.	.	-71	N#CCCn1cc(/C=N/NC(N)=S)c(-c2ccccc2)n1
0.52	0.41	18	Cc1nn(CC(N)=O)c(=O)c2ccccc12
1.8	3.6	.	COc1ccc(-c2cc(C(F)(F)F)n3ncc(C(=O)NCC4CCCO4)c3n2)cc1OC (stereo not given)
0.78	-0.42	25	CC(NC(=O)c1ccccc1Cl)c1nnc(SCC(=O)Nc2ccc(C(=O)O)cc2)n1C (stereo not given)
0.24	-0.34	-41	CC1=C(C(=O)OC(C)C)C(c2cncc(-c3ccc(F)cc3)c2)C(C#N)=C(N)O1 (stereo not given)
0.56	-0.05	-4	COc1ccc(CCNS(=O)(=O)c2ccc(C(=O)NCc3ccco3)cc2)cc1OC
0.7	-0.34	17	O=C(Nc1ccc(-c2nc3cccnc3s2)cc1)C1CCCO1 (stereo not given)
1.6	1.7	-27	CCOCCCNC(=O)c1cccs1
-0.19	-0.74	.	CCOC(=O)N1CCN(C(=O)c2ccc3c(SCC(=O)O)c4c(nc3c2)CCCC4)CC1
-2.8	-2.6	14	NC(=S)N/N=C/c1ccc(-c2cc(Cl)ccc2Cl)o1
-0.54	1.1	22	Cc1c(Cc2ccc3c(c2)OCO3)sc(NC(=O)c2ccccc2)c1C(N)=O
0.67	-0.36	22	CC(/C=N/NC(=O)Cc1cccn1C)=C\c1ccco1
0.39	0.75	8	O=C(Cn1nnc(-c2ccccc2)n1)NCc1ccccc1
1.1	0.62	-18	OC(CCN1CCCC1)(c1ccccc1)C1CCCCC1 (stereo not given)
0.66	0.09	19	COc1ccc(Nc2nnc(-c3ccccc3)c3ccccc23)cc1C(=O)N1CCCCC1
-0.71	-0.41	66	N#C/C(=C(/O)COC(=O)CCC1CCCCC1)c1nc2ccccc2[nH]1
0.6	0.29	-45	COC(=O)c1[nH]c2ccc(F)cc2c1NC(=O)C1=COCCO1
1.2	0.98	-49	O=C(C1CCCN(Cc2ccccc2C(F)(F)F)C1)N1CCCCC1 (stereo not given)
-0.03	-0.54	-34	CC(=O)c1c(C)nc(C)nc1NC(=O)C(C)C
-0.05	-0.55	3	CC(=O)c1cc2c(cc1NS(=O)(=O)c1ccccc1)OCO2
0.44	0.06	33	COc1ccc(S(=O)(=O)Nc2cc(C)ccn2)cc1OC
0.11	0.24	-5	COCCSc1nnc(NC(=O)Cc2ccccc2OC)s1
1.1	0.54	7	CCOc1cccc(C(=O)NC(=S)NCc2cccnc2)c1
0.39	-0.08	-45	CC(=O)Nc1cccc(Oc2cc(C#N)c(C#N)cc2N2CCOCC2)c1
-2.3	-1.4	-5	O=C(COC(=O)c1cccc(Oc2ccccc2)c1)NCc1ccco1
.	.	-33	Cc1ccc(NC(=O)CSc2nnc(Cc3ccccc3)o2)cc1
-0.33	0.35	-33	CCC1S/C(=N/N=C/c2ccco2)N(c2ccc(F)cc2)C1=O (stereo not given)
0.77	0.49	-21	Cc1sc2nc(CN3CCN(S(=O)(=O)c4cccc5nonc45)CC3)[nH]c(=O)c2c1C

Quoted at random: two entries already listed.
SDO1 yeast rescue	SDO1 yeast rescue Rescue 24 h	INS promoter inh	Compound
1.1	0.54	7	CCOc1cccc(C(=O)NC(=S)NCc2cccnc2)c1
-0.03	-0.54	-34	CC(=O)c1c(C)nc(C)nc1NC(=O)C(C)C

(next part)
SDO1 yeast rescue	SDO1 yeast rescue Rescue 24 h	INS promoter inh	Compound
.	.	0	Cc1cccc(C)c1NC(=O)Cn1nnnc1N
-0.47	-0.21	-367	Cc1ccc(/C=C/C(=O)c2ccc(C)cc2)cc1
0.92	0.12	39	O=C(CCCn1c(SCC(=O)NCC2CCCO2)nc2ccccc2c1=O)NCC1CCCO1 (stereo not given)
-0.66	-0.84	-75	Cc1ccc(C(=O)N/N=C\c2ccc([N+](=O)[O-])s2)cn1
0.59	1	.	COc1ccc(OCCSc2ncnc3nc[nH]c23)cc1
0.37	0.17	-23	Cc1ccc(-n2c(C)nc3ncnc(-c4ccccc4)c32)cc1
0.42	0.23	0	COc1ccc(S(=O)(=O)N(CC(=O)NC2CC2)c2ccc(C)cc2)cc1OC
0.55	0.09	-3	C=CCc1ccc(OCCCOc2ccc(C)cc2OC)c(OC)c1
-2.4	-1.9	10	CCCNC(=O)c1ccccc1NC(=O)c1ccc(CSc2ccccc2)cc1

Three compounds from above, showing only SDO1 yeast rescue.
| Compound | SDO1 yeast rescue |
| --- | --- |
| Cc1ccc(C(=O)N/N=C\c2ccc([N+](=O)[O-])s2)cn1 | -0.66 |
| COc1ccc(OCCSc2ncnc3nc[nH]c23)cc1 | 0.59 |
| Cc1ccc(-n2c(C)nc3ncnc(-c4ccccc4)c32)cc1 | 0.37 |

Given with two lines to a compound: entries from further up
Value order: SDO1 yeast rescue	SDO1 yeast rescue Rescue 24 h	INS promoter inh
- C=CCc1ccc(OCCCOc2ccc(C)cc2OC)c(OC)c1
→ 0.55	0.09	-3
- Cc1ccc(C(=O)N/N=C\c2ccc([N+](=O)[O-])s2)cn1
→ -0.66	-0.84	-75
- COc1ccc(OCCSc2ncnc3nc[nH]c23)cc1
→ 0.59	1	.
